NPR1 activator – GC-A (human) enzyme activation; P16066; HEK293 GC-A cells, cGMP TR-FRET, EC30 ANP; 0% at EC30 ANP, 100% saturating ANP; activation, % at 10 µM; 0.14% of 370,000 active; AID 1671463; in the data active means activation above about 40%
DAX1 inh-1 – inhibits human nuclear receptor DAX1; inhibition, % at 6.75 µM; P51843; 0.99% of 340,000 active; HEK293 Gal4-DAX1 luciferase reporter, luminescence; AID 504766;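 active means inhibition above the mean over all tested compounds plus 3 SD, cut at about 4.2% in these data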;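 further: 0% = DAX1-transfected cells with DMSO and 100% = empty-vector control cells with DMSO; inhibition shows as a rise in luminescence from relieved DAX1 repression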
Target sequence (P51843 207-470 limits assumed): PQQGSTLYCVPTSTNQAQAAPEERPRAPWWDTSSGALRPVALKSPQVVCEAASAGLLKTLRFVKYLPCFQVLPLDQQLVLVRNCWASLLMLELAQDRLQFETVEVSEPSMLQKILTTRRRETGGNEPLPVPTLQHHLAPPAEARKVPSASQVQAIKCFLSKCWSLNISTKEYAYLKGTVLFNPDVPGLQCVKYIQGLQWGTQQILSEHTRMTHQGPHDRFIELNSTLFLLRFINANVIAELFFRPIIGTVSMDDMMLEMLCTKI
hgDAF-12 ag – activates the H. glycines DAF-12 receptor ligand-binding domain. HEK293 GAL4-hgDAF12 UAS-luciferase reporter, agonist luminescence; normalized to butyrate control. activation, % at 6.8 µM. 1.8% of 370,000 active. AID 687014;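 active means activation above a cutoff set at the mean of all screened compounds plus 3 SD, cut at about 10% in these data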;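 further: 0% = DMSO wells and 100% = sodium butyrate wells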
ssDAF-12 act – activates DAF-12 receptor from parasite S. stercoralis; 1% of 370,000 active; HEK293 ssDAF-12/GRIP1 lit1-tk-luc reporter, luminescence; % of 3 µM dafachronic acid response; activation, % at 6.8 µM;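 active means activation above the mean over all tested compounds plus 3 SD, cut at about 0.9% in these data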;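 further: 0% = DMSO-only wells and 100% = 3 µM delta7-dafachronic acid wells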
FXN GAA850 act – activators of GAA850 frataxin (FXN) promoter; AID 540364; activation, % at 6 µM; 0.56% of 360,000 active; HEK293 lucGAA850 FXN promoter luciferase reporter, 24 h; percent of 10 µM SAHA response;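 active means activation above the average of all compounds screened plus 3 SD, cutoff fixed separately per campaign, cut at about 7.5% in these data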;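 further: 0% = DMSO wells and 100% = 10 µM SAHA wells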
DAX1 inh-2 – blocks DAX1 repression of SF-1 activated StAR promoter; inhibition, % at 6.8 µM; AID 652010; HEK293T StAR-luciferase reporter, SF-1/DAX-1 repression relief; 1.1% of 370,000 active;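 active means inhibition above the mean over all tested compounds plus 3 SD, cut at about 3.6% in these data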;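 further: 0% = DAX-1 cells with DMSO and 100% = cells lacking DAX-1 with DMSO; higher inhibition means more luminescence from relief of DAX-1 repression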
NPR2 activator – GC-B (human) receptor activation; P20594; HEK293-GC-B cells, CNP EC30, cGMP TR-FRET; 0% at EC30 CNP, 100% saturating CNP; activation, % at 10 µM; 0.11% of 370,000 active;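 active means activation at 10 µM reaching about 35% in either raw or pattern-adjusted values, limit read from the data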
KLK7 zymogen act – activates the human kallikrein-7 zymogen; P49862; purified proKLK7, EDANS-DABCYL substrate fluorescence; 100% is mature enzyme control, 0% vehicle; activation, % at 7 µM; 0.9% of 370,000 active; AID 652039;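 active means activation above the mean of all tested compounds plus 3 SD, computed per campaign excluding outliers beyond control limits, cut at about 13% in these data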
Target sequence (P49862 whole entry, looked up): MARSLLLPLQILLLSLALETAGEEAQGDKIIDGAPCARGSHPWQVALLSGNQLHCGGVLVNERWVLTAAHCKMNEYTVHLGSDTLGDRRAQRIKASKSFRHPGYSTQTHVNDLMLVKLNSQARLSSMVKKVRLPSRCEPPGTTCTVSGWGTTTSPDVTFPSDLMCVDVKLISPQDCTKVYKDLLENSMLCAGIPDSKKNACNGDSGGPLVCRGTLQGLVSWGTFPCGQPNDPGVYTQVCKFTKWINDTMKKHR
HGIII-sPLA2 inh – Blocks human group III sPLA2 activity | QFRET BODIPY PC-A2 liposome hydrolysis, fluorescence | inhibition, % at 12.2 µM | 0.56% of 370,000 active | AID 743126;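 active means inhibition above mean plus 3 SD of compounds lying within the high and low control bounds, cut at about 19% in these data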;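 further: 0% = median of test compound wells and 100% = no enzyme DMSO wells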
Target sequence (Q9NZ20 whole entry, looked up): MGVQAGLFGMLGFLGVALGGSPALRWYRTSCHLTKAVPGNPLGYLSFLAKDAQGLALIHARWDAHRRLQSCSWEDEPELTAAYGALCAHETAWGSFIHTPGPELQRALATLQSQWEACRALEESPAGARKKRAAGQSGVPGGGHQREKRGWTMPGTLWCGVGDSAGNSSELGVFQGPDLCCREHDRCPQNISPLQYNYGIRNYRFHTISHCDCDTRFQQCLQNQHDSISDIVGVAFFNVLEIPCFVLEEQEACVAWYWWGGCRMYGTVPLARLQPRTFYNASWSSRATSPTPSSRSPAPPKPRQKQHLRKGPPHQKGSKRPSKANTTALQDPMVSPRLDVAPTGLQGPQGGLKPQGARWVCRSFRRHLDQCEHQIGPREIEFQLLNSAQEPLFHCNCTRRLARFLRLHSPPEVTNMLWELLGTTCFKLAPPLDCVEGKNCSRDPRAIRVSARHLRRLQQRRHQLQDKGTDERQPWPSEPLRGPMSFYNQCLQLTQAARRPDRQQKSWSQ
hcDAF-12 act – activators of H. contortus DAF-12 nuclear receptor; activation, % at 6.8 µM; 1.4% of 370,000 active; AID 652067; HEK293 hcDAF-12 lit1-tk-luc reporter, luminescence; 0% DMSO, 100% Δ7-dafachronic acid;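 active means activation above the mean of all tested compounds plus 3 SD, cut at about 5.5% in these data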;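 further: 100% = response to 3 µM Δ7-dafachronic acid high control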
SMARCA2 act – increases SMARCA2 function in MMTV reporter cells; MG213 cells, MMTV-luciferase reporter, dexamethasone, overnight; activation, % at 9.1 µM; 1% of 370,000 active; AID 652017; in the data active means activation above about 7.8%;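 further: 0% = vehicle wells and 100% = reference activator wells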
The depositor's hits bear a star; / = no result given.

SMILES | NPR1 activator | DAX1 inh-1 | hgDAF-12 ag | ssDAF-12 act | FXN GAA850 act | DAX1 inh-2 | NPR2 activator | KLK7 zymogen act | HGIII-sPLA2 inh | hcDAF-12 act | SMARCA2 act
Nc1nc2n(n1)C(c1cccc(Br)c1)CC(c1ccccc1)N2 (stereo not given) | -8 | -1.0 | -2.6 | -1.0 | 2.5 | -0.5 | -6 | 1.2 | 4 | -1.4 | 0
O=C(O)c1n[nH]c2c1CCCCC2 | 5 | -3.2 | 1.0 | -1.2 | 0.0 | -0.8 | 8 | -0.2 | 2 | -0.8 | -3
COC(=O)c1cc(C(C)c2c[nH]c3ccccc23)n2ccccc12 (stereo not given) | -6 | / | -4.2 | -0.7 | / | 3.4 | -4 | -6.7 | -22 | 4.2 | 0
C[C@@H]1CNCCN1c1ccc(N2CCN(Cc3ccccc3)[C@@H](C)C2)c(C#N)c1 | -1 | / | -2.6 | -1.5 | / | -1.9 | 4 | 1.6 | 10 | -0.9 | 1
O=C(OCC1CC(c2ccccc2)=NO1)c1ccc(Cl)cc1 (stereo not given) | -1 | 0.2 | 0.9 | -1.0 | -0.9 | 0.0 | -2 | -0.1 | -5 | -3.1 | 1
CS(=O)(=O)c1ccc(C(=O)OCC(=O)Nc2cccc(S(=O)(=O)N3CCCC3)c2)cc1 | 2 | -0.7 | 0.1 | -1.1 | 1.0 | 0.0 | -1 | 0.3 | -16 | -0.9 | -2
CCOC(=O)N1CCC(N2C(=O)c3ccc(C(=O)O)cc3C2=O)CC1 | 0 | 2.4 | -0.5 | -1.2 | -0.2 | -0.8 | 4 | -0.2 | 3 | 2.0 | 5
O=C(Cc1ccc([N+](=O)[O-])cc1)Nc1ccc2c(c1)C(=O)NC2=O | 3 | -1.0 | 5.2 | -1.6 | -0.6 | -0.5 | -6 | -15 | -8 | -1.8 | -3
COc1cc(CNS(=O)(=O)c2ccc3c(c2)CC(C)N3C(C)=O)cc(OC)c1OC (stereo not given) | 4 | 0.3 | 0.6 | -0.4 | 0.9 | -3.2 | 5 | 0.3 | 4 | -3.6 | -2
O=[N+]([O-])c1ccc(N2CCN(S(=O)(=O)c3ccccc3)CC2)cc1N1CCc2ccccc2C1 | 5 | 0.3 | 0.3 | -1.1 | 1.9 | -0.6 | -4 | -0.7 | 4 | -0.5 | -1
Cn1c(=O)c2c(nc(N3CCN(c4ccc([N+](=O)[O-])cc4)CC3)n2C)n(C)c1=O | 5 | / | -1.0 | -1.3 | -1.2 | 0.4 | -6 | 0.1 | 7 | 0.8 | -2
CCC(=O)Nc1cccc(NC(=S)NC(=O)c2ccccc2)c1 | 0 | -0.5 | 13* | -0.5 | 2.8 | 0.9 | 3 | -0.1 | 6 | 2.5 | 6
O=C(O)c1ccc(OCCCCCCOC2CCCCO2)cc1 (stereo not given) | 2 | 4.5* | 0.7 | -1.2 | 0.5 | 0.3 | 4 | 0.4 | -4 | -1.2 | -2
CC1CCCN(C(=O)CCc2nnc(-c3ccc4c(c3)OCO4)o2)C1 (stereo not given) | 1 | 2.1 | 5.7 | -0.8 | 3.8 | 1.3 | -4 | 0.5 | 9 | 1.7 | 3
CCOC(=O)Cc1nc(N2CCN(CCN)CC2)c2c(C)c(C(=O)OCC)sc2n1 | 9 | / | -1.1 | -0.2 | / | 0.7 | -5 | 2.7 | -24 | -3.0 | -2
Cc1ccc(NC(=O)CN(C)C(=O)COC(=O)[C@@H](NC(=O)c2ccccc2F)C(C)C)cc1 | 3 | 0.1 | -1.8 | 0.0 | 0.0 | 0.6 | 2 | -0.2 | -1 | 0.3 | 1
CCOc1ccc(N/C(C)=C/C(=O)c2ccc(C)o2)cc1 | 1 | -0.1 | 2.6 | -0.8 | -0.8 | 0.1 | 3 | -0.6 | 5 | -0.9 | 1
Cc1cccnc1NC(=O)CNC(=O)c1sc2ccccc2c1Cl | 4 | -0.2 | 1.1 | -0.4 | 1.2 | -0.5 | -1 | -0.5 | 5 | 0.8 | 0
CCCCCCC(=O)N1C/C=C\C(c2ccc(OC)cc2)N(Cc2ccc(F)cc2)C(=O)C1 (stereo not given) | 2 | -0.2 | -0.3 | -1.4 | 2.5 | -0.2 | -5 | -0.1 | -2 | -0.8 | 1
CN(C)c1nc(NCc2ccccc2)nc(SCC(N)=O)n1 | 2 | 0.9 | 0.7 | -1.1 | 2.3 | -0.7 | 11 | 0.1 | 5 | -0.8 | -1
Cc1ccc(NC(=O)c2ccc(Cl)c(S(=O)(=O)N3CCc4ccccc43)c2)nc1 | -4 | -2.9 | -4.0 | -1.6 | 0.0 | -6.2 | -2 | -0.8 | 0 | -3.6 | -4
C=CCNc1oc(-c2cccs2)nc1S(=O)(=O)c1ccccc1 | -6 | -0.8 | -1.1 | -1.2 | 5.2 | -1.1 | 0 | 0.4 | -4 | -1.1 | -3
COc1ccc(-c2csc(NC(=O)c3ccc(OCC(=O)N4CCOCC4)c(OC)c3)n2)cc1 | 5 | -0.3 | -6.7 | -1.5 | -3.0 | -1.7 | 8 | -1.6 | -17 | -5.6 | -3
CC12CCC(=O)N1C(C(=O)N1CCN(c3ccc([N+](=O)[O-])cc3)CC1)CS2 (stereo not given) | 8 | -0.2 | 0.2 | -0.8 | -1.0 | -1.7 | 3 | 0.9 | 5 | -2.0 | -3
COc1ccc(CCn2c(C)cc(C(=O)CCl)c2C)cc1OC | -7 | 2.1 | -0.5 | -1.0 | -9.0 | -2.1 | -1 | 0.4 | -2 | 0.2 | -2

The list continues:
SMILES | NPR1 activator | DAX1 inh-1 | hgDAF-12 ag | ssDAF-12 act | FXN GAA850 act | DAX1 inh-2 | NPR2 activator | KLK7 zymogen act | HGIII-sPLA2 inh | hcDAF-12 act | SMARCA2 act
C/C(Cc1ccccc1)=N\NC(=O)CNC(=O)c1ccccc1Cl | -2 | 2.9 | 1.9 | -0.9 | -1.2 | 0.3 | 2 | -0.1 | 2 | 0.2 | -1
COC(=O)[C@@H]1C(c2c(OC)cc(OC)cc2OC)=NO[C@H]1C(=O)OC | -1 | -0.9 | 1.1 | -0.6 | -0.7 | -0.3 | -14 | 1.1 | 20* | 4.7 | 0
Cc1cc(C=O)c(C)n1-c1ccc(N2CCOCC2)c([N+](=O)[O-])c1 | 1 | -1.2 | 1.2 | -1.3 | 3.1 | -0.5 | 1 | 0.1 | 10 | 0.4 | -6
COc1ccc(CCCNC(=O)CC#N)cc1OC | 2 | 0.0 | 1.9 | -1.4 | -2.2 | 0.2 | 0 | 0.0 | 2 | -0.1 | -2
COC(=O)C1CN(Cc2ccc(OC)cc2)CCS(=O)(=O)N1Cc1ccc(C(F)(F)F)cc1 (stereo not given) | -4 | / | -4.4 | -2.0 | / | -2.3 | 1 | 0.3 | 1 | -2.9 | -1
COc1cc(/C=C/C(=O)O)cc(S(=O)(=O)NNC(=O)c2ccc3c(c2)OCO3)c1OC | 3 | -0.1 | -1.2 | -1.1 | -2.5 | 0.0 | 1 | -0.2 | 2 | 1.2 | -2
Cc1ccc(S(=O)(=O)N2CCCCC2)cc1NC(=O)Cc1c[nH]c2ccccc12 | 0 | 0.2 | -0.9 | 0.1 | 1.3 | 0.0 | -2 | -1.3 | -57 | 5.8* | -2
COc1ccc(C(=O)COC(=O)c2ccc(Cl)nc2)cc1OC | -1 | 2.6 | 0.6 | -0.2 | 0.7 | -1.6 | -5 | 0.0 | 7 | -0.7 | -1
O=C(/C=C/c1cccc(F)c1)OCC(=O)N1CCc2ccccc21 | 3 | 0.5 | -0.7 | -0.9 | 0.4 | 0.4 | 1 | 0.6 | 9 | 1.0 | -5
CCCc1cc(=O)c2ccc(OCC(C)=O)cc2o1 | 0 | 0.7 | -1.3 | 0.0 | 0.8 | 0.0 | 0 | 0.8 | -3 | -2.4 | -2
COc1cc(/C=N/NC(=O)c2cc(C)oc2C)ccc1OCc1ccccc1 | 6 | 0.3 | 1.1 | -0.8 | -0.2 | 0.7 | 0 | -1.6 | -13 | -2.0 | 0
CCOCC(=O)Nc1c(C(=O)N2CCN(c3ncccn3)CC2)oc2ccccc12 | -2 | -0.1 | -0.6 | -1.0 | 2.0 | -0.3 | 0 | -0.5 | -3 | -2.5 | 1
C=CCn1c(N)c(C(=O)N2CCOCC2)sc1=S | 8 | 1.0 | -0.8 | -1.5 | 0.9 | -0.2 | 3 | 0.2 | 3 | 0.9 | 0
CC1=C(C(=O)N2CCOCC2)C(c2ccccc2F)NC(=O)N1 (stereo not given) | 5 | -0.2 | -0.8 | -0.4 | -0.1 | -0.1 | 2 | 0.0 | -4 | -0.1 | -2
COc1ccccc1N1CCN(Cc2cc(=O)c(OCC(=O)Nc3ccccc3)co2)CC1 | 3 | -1.3 | 2.0 | -1.5 | 0.3 | -1.4 | -4 | 0.7 | 5 | -1.1 | -1
COc1ccccc1CCc1nnc(CCC(=O)N(C)Cc2ccncc2C)o1 | 3 | -1.7 | -0.7 | -1.6 | 1.1 | -0.6 | 2 | -0.5 | -1 | -0.9 | 0
O=c1[nH]c2ccc(NS(=O)(=O)c3ccc(F)c(Cl)c3)cc2[nH]1 | 2 | -0.9 | -0.6 | -0.5 | -0.6 | -0.4 | 1 | -0.2 | -4 | -0.1 | -1
CC(C)C(NC(=O)c1ccc(C(C)(C)C)cc1)C(=O)O (stereo not given) | 1 | 0.5 | -0.7 | -0.2 | -1.3 | 0.2 | 6 | 0.9 | 4 | 0.0 | -2
CN(CC(=O)Nc1ccc(Cl)cc1)S(=O)(=O)c1cccc2cccnc12 | -7 | -1.5 | -3.5 | -1.9 | -0.1 | -1.9 | -2 | -0.1 | 4 | -2.1 | -1
Cc1nnc(SCC(=O)NC2CCCc3ccccc32)n1-c1ccccc1 (stereo not given) | 0 | -0.4 | 0.5 | -1.0 | 0.3 | -0.1 | -4 | -0.1 | 2 | -0.9 | 8
COC(=O)c1c(NC(=O)C(C)(C)C)csc1C | 3 | 0.6 | -2.0 | -1.4 | 0.7 | -0.2 | -2 | -1.2 | -3 | 1.2 | -1
O=C(NC1CCCCC1)C1(S(=O)(=O)c2ccc(Cl)cc2)CC1 | -1 | -1.1 | -0.1 | -1.6 | 1.4 | -0.2 | -3 | 0.4 | 1 | -1.1 | -3
CC(C)CNS(=O)(=O)c1ccc(CCC(=O)N2CCN(c3ccccc3)CC2)cc1 | -1 | -2.5 | -3.5 | -2.2 | 0.5 | -1.0 | 0 | 0.3 | -5 | -2.5 | 0
Cc1ccc(S(=O)(=O)N2[C@@H](c3ccc(Cl)cc3)C(C(=O)O)=CC[C@H]2c2cccc(Cl)c2)cc1 | -1 | -0.4 | 0.0 | -1.2 | 0.9 | 0.3 | 3 | -0.1 | -5 | -0.5 | 0
CCc1nc2c(OCc3ccc(F)c(F)c3)cccn2c1N(C)C(=O)C(C)C | -1 | / | -1.7 | -1.1 | -1.5 | -1.4 | 2 | 0.0 | 0 | -2.2 | -2
COc1ccc(NS(=O)(=O)c2cc(NC(=O)c3nn(C)c(=O)c4ccccc34)ccc2OC)cc1 | 4 | 0.2 | 0.4 | -2.2 | 0.5 | -0.1 | -3 | -1.0 | 2 | -0.4 | -4

Compound activity deposited in PubChem by several laboratories.

Outcome played no part in choosing rows. Share with any hit: about 6.7%.
